VHR inh color – VHR1 phosphatase inhibitors, primary screen, biochemical, colorimetric, HTS; recombinant VHR phosphatase, colorimetric substrate read-out; inhibition, % at 20 µM; 50,000 compounds, 0.7% hits; AID 1992, 2009; in the data active = inhibition above about 60%; note: some results filed as inactive read as strong as hits
Target sequence (P51452 whole entry, looked up): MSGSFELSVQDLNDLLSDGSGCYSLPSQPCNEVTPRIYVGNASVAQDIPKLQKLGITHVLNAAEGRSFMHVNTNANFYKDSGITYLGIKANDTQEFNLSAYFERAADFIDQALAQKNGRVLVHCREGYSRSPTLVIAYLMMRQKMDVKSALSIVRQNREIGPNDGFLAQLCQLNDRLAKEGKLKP
Active calls of the source: *. These rows are one share of the data (hit frequency here may not be typical).

SMILES	VHR inh color
CCOC(=O)c1c(NC(=O)c2cncc(Br)c2)sc2c1CCC2	-10
CC(=O)Nc1ccc(Nc2nc3ccccc3nc2NS(=O)(=O)c2ccc(Cl)cc2)cc1	-7
O=C(Nc1ccc(Br)c(Cl)c1)c1ccccc1Cl	5
CCCN(CCC)C(=O)c1c(NC(=O)c2ccccc2Cl)sc2c1CCCC2	-11
O=C(/C=C/c1cccc(C(F)(F)F)c1)Nc1cccc(Br)c1	3
CC1=C/C(=N/S(=O)(=O)c2ccc(C)cc2)C=C(Cl)C1=O	58
CN(C)c1ccc(CNC(=O)C(O)(c2ccc(Cl)cc2)c2ccc(Cl)cc2)cc1	10
COCCCNC(=O)CN(c1ccc(F)cc1)S(=O)(=O)c1ccccc1	-14
CCOC(=O)c1c(NC(=O)CC2Sc3ccccc3NC2=O)sc(C)c1C (centres undefined)	17
C#Cc1c(C)n(-c2ccccc2)c2c(=O)n(Cc3ccccc3)cnc12	-21
CC(NC(=O)NC(=O)c1cccc([N+](=O)[O-])c1)C1CC1 (centres undefined)	-17
Cc1cc(/C=N/Nc2ccc([N+](=O)[O-])cn2)c(C)n1-c1ccc(F)cc1	87*
O=C1NC(=S)NC(=O)C1=Cc1ccc(OCc2ccccc2)c(OCc2ccccc2)c1	1
COc1cccc2c1CC/C(=C\c1ccccc1)C2=O	-13
CCSc1nc2ccc(NC(=O)c3ccccc3C(=O)N3CCOCC3)cc2s1	3
O=C(CCc1ccccc1)ONC(=O)c1ccc(Cl)cc1	-26
COc1ccc(C(=O)NCC2(c3ccc(OC)c(OC)c3)CCCCC2)c(OC)c1	8
CCOc1ccc(N=C2c3ccc([N+](=O)[O-])cc3C(=O)C2C(C)=O)cc1 (centres undefined)	-24
COc1ccc(C(=O)CC(=O)C(C)(C)C)cc1	-19
CCC(=O)c1ccc(OCC(O)COc2ccc(C(=O)CC)cc2OC)c(OC)c1	-7
NC(=O)c1ccccc1NC(=O)c1ccccc1[N+](=O)[O-]	-7
CCOC(=O)/C(C#N)=C/c1ccc(O)cc1	1
O=C(CN(c1ccc(F)cc1)S(=O)(=O)c1ccccc1)NCc1ccc(Cl)cc1	10
COc1ccc(CC(=O)Nc2cc(C)cc(C)c2)cc1OC	-32
Cc1ccc(NC(=O)Cc2ccc(F)cc2)cc1	4
COC(=O)c1ccc(C(=O)OC)c(NC(=O)CN2C(=O)c3ccccc3C2=O)c1	-6
Cn1ccnc1Sc1ccc([N+](=O)[O-])cc1	-4
CC12c3ccccc3C(c3ccccc31)C1C(=O)N(c3ccc(I)cc3)C(=O)C12 (centres undefined)	-13
O=C(Cn1c(NCCCO)nc2ccccc21)c1cccs1	-6
CCN(CC)CC(=O)Nc1sc2c(c1C(N)=O)CCCC2	-38
COc1ccc(-c2cc(C(F)(F)F)n3ncc(C(=O)NCc4ccco4)c3n2)cc1	6
Fc1cccc(/C=N/N2CCN(Cc3cccc4ccccc34)CC2)c1	20
O=C1CSC(=O)N1c1cccc(O)c1	-20
COc1ccc(/C=C/C(=O)Nc2ccccc2Cl)cc1OC	4
C(=N\Nc1nc(N2CCOCC2)nc(N2CCOCC2)n1)/c1ccccc1OCc1ccccc1	-82
Cc1ccc(C2=C/C(=C/c3cc4c(cc3Br)OCO4)C(=O)O2)cc1	-1
CCOC(=O)c1c(-c2ccc(OC)cc2)csc1NC(=O)C1CCCCC1C(=O)O (centres undefined)	-19
Cc1ccsc1/C=N/OC(=O)c1nn(C)cc1Br	-4
Cc1cc(C)c(C(N)=O)c(Nc2cc(Cl)ccc2Cl)n1	-5
Cc1c(Cl)cccc1N1C(=O)CC(Sc2nc3ccccc3s2)C1=O (centres undefined)	17

Random excerpt: two compounds from above
SMILES	VHR inh color
Fc1cccc(/C=N/N2CCN(Cc3cccc4ccccc34)CC2)c1	20
O=C(Cn1c(NCCCO)nc2ccccc21)c1cccs1	-6

More results:
SMILES	VHR inh color
O=C(Nc1ccc(F)cc1)Nc1ccccc1C(=O)OCc1ccccc1F	-6
COc1ccccc1/C=C/C(=O)NC1CCCCC1	-3
CCCCCCOc1ccc(/C=C2/C(=O)ON=C2c2ccccc2)cc1	1
COc1cccc(/C=N/NC(=O)c2cc(C)[nH]n2)c1OC	7
CCOC(=O)N1CCN(C(=O)/C(=C/c2cccc([N+](=O)[O-])c2)NC(=O)c2ccccc2)CC1	0
CCN(CC)CCn1c2ccccc2n2cc(-c3ccc(OC)c(OC)c3)nc12	14
N/C(=N\OC(=O)c1ccc(F)cc1)c1ccc(Br)cc1	-2
CCOC(=O)C1=C(O)/C(=C\c2ccc(OCC)cc2)N=C1C	-2
CCc1ccc(NC2=C(Cl)C(=O)N(c3cccc(Cl)c3)C2=O)cc1	-6
COC(=O)COc1ccc(/C=C2\C(=O)NC(=O)N(c3ccc(Br)cc3)C2=O)cc1OC	20
COc1cc(OC)cc(C(=O)N2CCN(C(=O)COc3ccc(Cl)cc3)CC2)c1	7
CCc1ccc2c(c1)C(O)(CC(=O)c1ccc(Br)cc1)C(=O)N2 (centres undefined)	-33
CC1=C(C(=O)OCC2CCCO2)C(c2cccc(O)c2)NC(=O)N1 (centres undefined)	-23
Cc1cc(NC(=O)c2ccc(-c3ccccc3)cc2)ccc1NC(=O)c1ccco1	2
CCOc1ccc(NC(=O)CN(c2ccc(Br)cc2)S(C)(=O)=O)cc1	-2
Cc1ccc(C(=O)Nc2c(C)cc(C)cc2C)cc1	-8
O=C(Nc1sc2c(c1C(=O)O)CCCCC2)c1cccs1	-2
O=C1OC(c2ccccc2F)=N/C1=C\c1cccc(I)c1	8
C=CCn1c(-c2cc(OC)c(OC)c(OC)c2)n[nH]c1=S	-24
Cc1cccc(C(C)C)c1-n1nnnc1-c1ccccc1	-16
COc1ccc(-c2cc(C(F)(F)F)n3ncc(C(=O)Nc4ccc5c(c4)OCO5)c3n2)cc1OC	-2
COc1ccccc1NC(=O)c1cc2cccc(OC)c2oc1=O	-4
O=C1C2=C(NC3=C(C(=O)c4ccccc43)C23C(=O)Nc2ccccc23)c2ccccc21	-10
CCOC(=O)C1=C(c2ccccc2)NC(=S)NC1c1ccc(OC(C)C)cc1 (centres undefined)	-11
O=C(CSc1ccccn1)Nc1ccc([N+](=O)[O-])cc1	2
CCOC(=O)COc1c(C)cc(Br)cc1C	6
O=C1c2cc(S(=O)(=O)Nc3ccncc3)ccc2-c2ccc(S(=O)(=O)Nc3ccncc3)cc21	3
COc1cccc(NC(=O)C2(C)CC3c4ccccc4C2c2ccccc23)c1 (centres undefined)	-16
CC(=O)N(C)c1ccc(NC(=O)c2cccc([N+](=O)[O-])c2)cc1	0
S=c1[nH]nc(-c2ccccc2Br)n1C1CCCCC1	-10
COc1ccc2ccccc2c1/C=N/N1C(=O)C2C(C1=O)C1C=CC2C12CC2 (centres undefined)	-11
Cc1cc(OCC(=O)Nc2ccccc2C(N)=O)cc(C)c1Cl	8
COc1ccc2c(c1)CCC/C2=N\OC(=O)c1ccccc1F	-11
CCOC(=O)C1=C(C)N=c2s/c(=C\c3ccco3)c(=O)n2C1c1cccc(OC)c1 (centres undefined)	-20
C=CCc1cccc(/C=N/c2ncccc2O)c1O	27
CCOc1ccc(N2C(=O)CC(SC(=NCCCO)Nc3ccccc3)C2=O)cc1 (centres undefined)	-7
O=C(CSc1nnc(-c2ccco2)n1-c1ccccc1)NCCOc1ccccc1	2
O=C(O)COc1ccccc1/C=N/N1CCN(C(c2ccccc2)c2ccccc2)CC1	10
COc1ccc(Cl)cc1C(=O)Nc1cccc(F)c1	-23
CCOC(=O)C1C(=O)C=C(/C=C/c2ccccc2)CC1c1ccc(Cl)cc1 (centres undefined)	-10

A second format for part of the listing above.
COc1ccc2c(c1)CCC/C2=N\OC(=O)c1ccccc1F
  VHR inh color: -11

CCOC(=O)C1=C(C)N=c2s/c(=C\c3ccco3)c(=O)n2C1c1cccc(OC)c1 (centres undefined)
  VHR inh color: -20

C=CCc1cccc(/C=N/c2ncccc2O)c1O
  VHR inh color: 27

CCOc1ccc(N2C(=O)CC(SC(=NCCCO)Nc3ccccc3)C2=O)cc1 (centres undefined)
  VHR inh color: -7

Returning to the listing; the 4 compounds before the break are reprinted first.
SMILES	VHR inh color
O=C(CSc1nnc(-c2ccco2)n1-c1ccccc1)NCCOc1ccccc1	2
O=C(O)COc1ccccc1/C=N/N1CCN(C(c2ccccc2)c2ccccc2)CC1	10
COc1ccc(Cl)cc1C(=O)Nc1cccc(F)c1	-23
CCOC(=O)C1C(=O)C=C(/C=C/c2ccccc2)CC1c1ccc(Cl)cc1 (centres undefined)	-10
Cc1ccc(-n2c(-c3ccccc3F)nc3c(cnn3-c3ccccc3)c2=O)cc1	-23
Cc1ccc(OCC(=O)Nc2cc([N+](=O)[O-])ccc2Cl)c(Br)c1	-13
O=P(O)(Oc1ccc(Cl)cc1)Oc1ccccc1F	-7
COc1cccc(NC(=O)CN(c2ccc(C)cc2)S(=O)(=O)c2ccc(SC)cc2)c1	-29
CCOC(=O)c1c(-c2cc(C)ccc2C)csc1NC(=O)c1c(F)cccc1F	3
CC1=NN(c2ccc(S(N)(=O)=O)cc2)C(=O)/C1=C\c1ccc2c(c1)OCO2	3
CCc1ccc(N2CC(C(=O)NCc3ccc(C)cc3)CC2=O)cc1 (centres undefined)	-21
S=C(Nc1ccc2nccnc2c1)N1CCOCC1	-1
CCOc1ccccc1C1C(C(=O)Nc2ccccc2OC)=C(C)NC2=C1C(=O)CC(C)(C)C2 (centres undefined)	-1
O=c1[nH]c(-c2ccc(O)c([N+](=O)[O-])c2)nc2sc3c(c12)CCCC3	2
CC1=NN(c2ccc(C)c(C)c2)C(=O)/C1=C\c1ccc(N(C)C)cc1	-27
CC(=O)Nc1c(C)cc(C2(c3cc(C)c(NC(C)=O)c(C)c3)CCCCC2)cc1C	0
Cc1oc2c(cc(O)c3ccccc32)c1C(=O)c1ccc(Cl)cc1	14
COc1ccc(-c2nnc(OC)c3ccccc23)cc1	-11
CC(=O)c1ccc(N(C(C)=O)C2=C(NCCO)C(=O)c3ccccc3C2=O)cc1	-12
O=C1CC(O)(C(F)(F)C(F)F)Oc2ccc(Cl)cc21 (centres undefined)	24
O=C(c1cc2ccccc2oc1=O)N1c2ccccc2Sc2ccccc21	3
COc1cc(NC(=O)c2cc3n(n2)C(C(F)(F)F)CC(c2ccc(Cl)cc2)N3)cc(OC)c1OC (centres undefined)	-34
O=C(NC(NC(=O)c1ccccc1)c1cccc([N+](=O)[O-])c1)c1ccccc1	-12
Cc1nn(C(=O)c2ccccc2)c(C)c1Sc1ccc([N+](=O)[O-])cc1	-20
Cc1ccccc1N1C(=O)NC(=O)/C(=C\c2cc(C)n(C)c2C)C1=O	-4
COc1ccc(/C(O)=C/c2nc3ccccc3oc2=O)cc1	-16
COc1ccc(NC(=O)c2ccccc2[N+](=O)[O-])c(OC)c1	-8
O=C(CSc1ccccn1)OCC(=O)c1ccc(Br)cc1	-16
CC(C)(CO)NC(=O)CC12CC3CC(CC(C3)C1)C2	-18
O=C1CCCC(=O)C1c1cc(NS(=O)(=O)c2ccccc2)ccc1NS(=O)(=O)c1ccccc1	-19
CC(=O)Nc1ccc(S(=O)(=O)NNC(=O)c2ccc(-c3ccccc3)cc2)cc1	-5
O=C(Nc1cccc(C(F)(F)F)c1)/C(=C/c1cccnc1)NC(=O)c1cccc(Br)c1	-1
O=C1C(=O)N(Cc2cccnc2)C(c2ccc(Cl)cc2)/C1=C(\O)c1ccccc1 (centres undefined)	10
COC(=O)C1=C(C)N=c2s/c(=C\c3cccc(Br)c3)c(=O)n2C1c1ccccc1 (centres undefined)	-25
O=C(CCCOc1ccc(Cl)c(Cl)c1)Nc1cccc2ccccc12	-3
CC(C)CCCC(C)CCOC(=O)CN1CCCC1 (centres undefined)	-6
COCCCNC(=O)COc1ccc(C)cc1	-12
CCOC(=O)c1c(C)[nH]c(C=Nc2ccccc2)c1O	-27
O=C1C(=O)N(c2cccc(C(F)(F)F)c2)C(c2ccccc2[N+](=O)[O-])/C1=C(/O)c1ccccc1 (centres undefined)	-4
COc1ccc(-n2c(/C=C3/C(=O)N(C)c4ccc(C)cc43)nc3ccccc3c2=O)cc1	-10
CC1=C(C(=O)OCCOc2ccccc2)C(c2ccccc2[N+](=O)[O-])C2=C(CCCC2=O)N1 (centres undefined)	-11
O=C(O)COc1ccccc1C1OC2CCCCC2C2=CCCCC21 (centres undefined)	-5
COC(=O)/C(=C/c1ccccc1)[N+](=O)[O-]	-23
CC(=O)Nc1ncc(Cc2ccc(Cl)cc2Cl)s1	0
COc1cc(C(=O)NN2C(=O)/C(=C/c3ccccc3)SC2=S)ccc1O	-19
Cc1c(Cl)ccc2c(N=Nc3ccccn3)c(O)[nH]c12	-40
COc1cc2ccccc2cc1C(=O)Nc1ccc(Cl)c(NC(=O)c2ccccc2)c1	17
O=C1C(Nc2cccc(Br)c2)=C(N2CCCCC2)C(=O)c2ccccc21	-4
Cc1ccc(OCC(=O)Nc2nccs2)c(C)c1	17
CCOc1cc(Br)c(Br)c(/C=C2/SC(=O)NC2=O)c1O	-17
CCOC(=O)CC(NC(C)=O)c1ccc([N+](=O)[O-])cc1 (centres undefined)	-5
CCOc1ccc(NC(=O)c2cc(-c3ccc(OC)c(OC)c3)nc3ccccc23)cc1	-17
O=C1NN(c2ccccc2)C(=O)/C1=C\C=C\c1ccccc1	-68
CCOc1ccc(/C=C2\C(=O)NC(=S)N(c3ccc(C)cc3)C2=O)cc1Cl	-4
Cc1cc(C)c(OCCCCN2CCCC2)c(Cl)c1	-12
CCOc1cccc(N2C(=O)/C(=C/c3cc(Br)c(O)c(OCC)c3)C(=O)NC2=S)c1	87
COc1ccccc1NC(=O)C(=O)NNC(=O)c1cccc(Cl)c1	-6

5 entries from above, ordered by SMILES length, low to high.
SMILES	VHR inh color
Cc1c(Cl)ccc2c(N=Nc3ccccn3)c(O)[nH]c12	-40
O=C1NN(c2ccccc2)C(=O)/C1=C\C=C\c1ccccc1	-68
COc1cc(C(=O)NN2C(=O)/C(=C/c3ccccc3)SC2=S)ccc1O	-19
COc1cc2ccccc2cc1C(=O)Nc1ccc(Cl)c(NC(=O)c2ccccc2)c1	17
CCOc1ccc(NC(=O)c2cc(-c3ccc(OC)c(OC)c3)nc3ccccc23)cc1	-17

Screening results as filed in PubChem BioAssay.
